Screens (PubChem BioAssay)
AGP1 TOR yeast: modulators of AGP1-GFP expression in yeast TOR pathway, primary screen, cell-based, multiplex flow cytometry, S. cerevisiae, MLPCN library | AID 2066, 2009 | 3 h; GFP as percent of DMSO wells | 0.02% of 320,000 active | GFP response vs DMSO, % at 10 µM;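 active = GFP response relative to DMSO above a set limit, near screen average plus 3 SD, cut at about 150% in these data; inconclusive = fewer than 70 cells counted for the yeast strain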;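 also: median GFP channel fluorescence of the gated AGP1 strain per well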
LAP4-GFP MLPCN: modulators of LAP4-GFP expression in yeast, primary screen, S. cerevisiae, multiplex flow cytometry, MLPCN library; 3 h; median GFP as percent of DMSO wells; GFP response vs DMSO, % at 10 µM; 0.34% of 320,000 active;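 active = GFP response vs DMSO above a set limit, about the screen mean plus 3 SD, cut at about 150% in these data; inconclusive = under 70 cell events counted for the yeast strain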
CIT2-GFP yeast: modulators of CIT2-GFP expression in yeast, primary screen, S. cerevisiae, GFP fusion, multiplex flow cytometry, MLPCN library; S. cerevisiae CIT2-GFP strain, 3 h; 100 means same as DMSO wells; GFP response vs DMSO, % at 10 µM; 0.065% of 320,000 active;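 active = GFP response relative to DMSO above a set limit, near the screen mean plus 3 SD, cut at about 150% in these data; inconclusive = Fewer than 70 cells measured for a yeast strain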;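 also: ratio of well median GFP fluorescence to mean of DMSO wells on the plate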
RPL19A-GFP yeast: RPL19A-GFP expression modulators in yeast, primary screen, cell-based, S. cerevisiae, multiplex flow cytometry, MLPCN; S. cerevisiae RPL19A-GFP strain, 3 h; active compounds read low; percent response vs DMSO, % at 10 µM; 0.3% of 330,000 active; AID 2025, 2009;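 active = percent response vs DMSO below 50%; inconclusive = fewer than 70 events counted for the yeast strain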;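 also: median channel GFP fluorescence of the barcoded RPL19A-GFP strain; ratio of sample median GFP to plate DMSO average so 100% = DMSO; lower means less RPL19A-GFP as with rapamycin TOR inhibition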
AHR act: AHR activators, primary screen, cell-based, luminescence, luciferase reporter, human | Aryl hydrocarbon receptor (Homo sapiens), P35869 | AHR-responsive luciferase reporter cells | activation, % at 5 µM | 2.5% of 320,000 active; in the data active = activation above about 47%;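 also: 0% = vehicle wells and 100% = reference agonist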
Target sequence (P35869 whole entry, looked up): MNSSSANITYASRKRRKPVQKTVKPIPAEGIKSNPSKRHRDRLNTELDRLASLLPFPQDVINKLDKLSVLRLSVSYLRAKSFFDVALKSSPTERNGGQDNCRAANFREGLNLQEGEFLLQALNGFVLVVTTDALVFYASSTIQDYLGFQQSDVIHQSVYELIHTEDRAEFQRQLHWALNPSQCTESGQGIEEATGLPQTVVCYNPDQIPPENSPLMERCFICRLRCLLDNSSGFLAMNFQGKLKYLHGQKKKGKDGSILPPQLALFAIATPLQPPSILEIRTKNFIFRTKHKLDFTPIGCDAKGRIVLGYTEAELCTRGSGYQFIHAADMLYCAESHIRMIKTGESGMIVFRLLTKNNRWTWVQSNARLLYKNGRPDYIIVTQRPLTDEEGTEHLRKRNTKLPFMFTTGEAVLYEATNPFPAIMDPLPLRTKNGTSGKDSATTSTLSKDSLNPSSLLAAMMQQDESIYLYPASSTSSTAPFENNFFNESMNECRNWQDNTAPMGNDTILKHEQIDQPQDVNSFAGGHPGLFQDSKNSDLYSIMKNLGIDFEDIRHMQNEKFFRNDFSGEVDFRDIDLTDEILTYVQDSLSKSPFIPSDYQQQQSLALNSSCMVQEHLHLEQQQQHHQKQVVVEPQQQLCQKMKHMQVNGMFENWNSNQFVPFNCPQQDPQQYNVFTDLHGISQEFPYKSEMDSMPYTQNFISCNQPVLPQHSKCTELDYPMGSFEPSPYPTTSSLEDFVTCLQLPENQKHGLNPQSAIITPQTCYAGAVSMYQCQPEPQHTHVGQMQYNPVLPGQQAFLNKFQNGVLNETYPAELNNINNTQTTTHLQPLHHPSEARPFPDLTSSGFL
MEP2-GFP yeast: modulators of MEP2-GFP levels in yeast, primary screen, S. cerevisiae, multiplex flow cytometry, MLPCN library; S. cerevisiae MEP2-GFP strain, 3 h; 100% = DMSO control level; GFP response vs DMSO, % at 10 µM; AID 2016, 2009; 0.51% of 330,000 active;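 active = GFP response versus DMSO above a set limit, roughly screen mean plus 3 SD, cut at about 180% in these data; inconclusive = fewer than 70 cells counted for a yeast strain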;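 also: median GFP fluorescence of the barcode-gated MEP2-GFP cells per well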
Yeast superoxide: reduction of superoxide in aged yeast, primary screen, HTS. S. cerevisiae aged cells, superoxide DHE fluorescence; active compounds read low. superoxide response (% of plate mean), % at 10 µM. 0.18% of 330,000 active;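 active = superoxide response under a set limit, about three screen SD below normal, cut at about 65% in these data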;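 also: yeast aged for seven days with compound at 30 °C before DHE staining; 100% = average MFI of all compound-treated wells on the plate with controls excluded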
Efflux pump inh: inhibitors of Candida efflux pumps in yeast, primary screen, S. cerevisiae, Nile Red, multiplex | 0.44% of 330,000 active | S. cerevisiae Candida pump triplex | inhibition, % at 10 µM;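 active = plate passing quality check with inhibition over a set limit, or well fluorescence over plate mean plus 4 SD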;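 also: Nile Red retained in pooled yeast measured as flow cytometry median fluorescence; 0% = buffer negative control and 100% = Enniatin B positive control; higher means more Nile Red kept so more efflux inhibition; some compounds called inactive have numbers as strong as hits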
* = called active by the depositor; i = inactive; ? = inconclusive; . = no result given; [ ] = dose if it differs, or a comment. The order is random; overall some 3.9% were active at least once.

molecule	RPL19A-GFP yeast	AHR act	MEP2-GFP yeast	Yeast superoxide	CIT2-GFP yeast	AGP1 TOR yeast	Efflux pump inh	LAP4-GFP MLPCN
Cn1cnnc1SCC(=O)c1ccc2c(c1)NC(=O)CO2	104	2	101	112	95	102	0.0	109
COc1cccc(NC(=O)CCNS(=O)(=O)c2cccc3nsnc23)c1	96	11	98	98	107	102	0.6	98
COc1ccc2c(C)cc(SCC(=O)NCCN3C(=O)CSC3=O)nc2c1	101	8	102	86	106	103	0.0	97
O=C(Cc1ccc(Cl)c(Cl)c1)N1CCOCC1	99	1	95	99	94	95	-1.7	91
CCCCn1c(N)c(N(CC(C)C)C(=O)CCNC(=O)c2ccccc2Cl)c(=O)[nH]c1=O	86	0	90	94	87	87	0.1	96
Cc1ccccc1NC(=O)N1CCCC(c2nc(-c3ccc(F)cc3)no2)C1 (configuration not stated)	103	11	108	103	100	103	-6.5	107
COc1ccccc1N(CC(O)COc1ccc(C)cc1)S(=O)(=O)c1ccccc1 (configuration not stated)	102	-1	103	92	98	102	0.0	95
O=C(NCc1ccc2c(c1)OCO2)c1cccc(S(=O)(=O)N2CCCCC2)c1	107	2	102	101	107	112	-0.2	109
CC[C@@]1(C(=O)OC)N[C@H](CN(C)S(=O)(=O)c2ccc(-c3ccccc3)cc2)[C@@H]2C(=O)N(Cc3ccccc3)C(=O)[C@@H]21	101	2	96	84	105	97	-0.3	98
CC(=O)c1cccc(OCC(=O)Nc2cc(S(=O)(=O)N3CCOCC3)ccc2N2CCCC2)c1	94	-2	96	86	91	100	0.0	104
CC(=O)Nc1ccc(NC(=O)CSc2ccc(-c3ccc4c(c3)OCO4)nn2)cc1	111	17	107	98	110	106	-0.5	95
COc1ccccc1C(=O)NC(=O)COC(=O)CNC(=O)c1ccccc1	97	-3	101	78	101	106	0.0	111

The final 2 compounds of the part above come first, to join the parts.
molecule	RPL19A-GFP yeast	AHR act	MEP2-GFP yeast	Yeast superoxide	CIT2-GFP yeast	AGP1 TOR yeast	Efflux pump inh	LAP4-GFP MLPCN
CC(=O)Nc1ccc(NC(=O)CSc2ccc(-c3ccc4c(c3)OCO4)nn2)cc1	111	17	107	98	110	106	-0.5	95
COc1ccccc1C(=O)NC(=O)COC(=O)CNC(=O)c1ccccc1	97	-3	101	78	101	106	0.0	111
O=C(Nc1cc([N+](=O)[O-])ccc1O)c1ccc2c(c1)C(=O)N(Cc1ccco1)C2=O	100	2	97	114	93	96	0.7	98
CCCCNC(=O)N(O)C1N(/N=C/c2cccs2)C(=S)SC1(C)C (configuration not stated)	99	0	99	i	102	112	0.0	119
CN(NC(=O)c1cccc(Cl)c1)c1nc(-c2ccccc2)nnc1C(F)(F)F	104	7	103	110	95	104	0.0	100
Clc1ccc(-c2csc(-c3ccno3)n2)cc1	102	3	95	96	96	96	0.2	114
Cc1nc(-c2nnc(-c3ccccc3)o2)c(C(F)(F)F)o1	103	4	100	110	91	101	0.3	114
O=C(C1CC1)N1CCC(Oc2cccc(C(=O)N3CCCCC3CCO)c2)CC1 (configuration not stated)	96	3	103	102	102	99	-0.1	96
NC(=O)C1CC(=O)N(CCc2ccc(F)cc2)C1 (configuration not stated)	104	5	103	112	103	101	0.1	94
CCCC(=O)NC(=S)Nc1cccc(Cl)c1N1CCCC1	97	2	99	102	107	105	-0.3	94
CCOc1ccc(N2CC(C(=O)NNC(=O)c3ccc(F)cc3)CC2=O)cc1 (configuration not stated)	96	1	97	96	94	95	0.0	93
O=C(CCC1CCCN(C(=O)c2ccoc2)C1)NCc1ccccc1F (configuration not stated)	101	1	103	98	97	100	0.0	97
NC(=O)c1ccccc1N=Cc1ccccn1	100	4	98	100	104	101	-0.1	96
CC1CCCCN1CCNC(=O)c1ccc2c(c1)N(Cc1cccc(Cl)c1)C(=O)c1ccccc1S2=O (configuration not stated)	98	5	104	90	94	98	0.1	102
O=S(=O)(c1ccc(-c2nc3ccccc3s2)cc1)N1CCCC1	94	1	101	97	84	94	0.0	100
O=S(=O)(Cc1ccccc1)N1CCCC(c2nc(-c3ccc(F)cc3)no2)C1 (configuration not stated)	104	1	105	89	102	108	0.1	106
O=C1N[C@@H](Cc2ccccc2)C(=O)N1CCN1CCOCC1	101	-1	110	118	100	94	0.3	99
CCCCC(CC)C(=O)NCC(C)NC(=O)C(CC)CCCC (configuration not stated)	97	1	90	96	93	96	-0.2	93
CC(=O)c1c(C)[nH]c(C(=O)N2CCN(c3ccccn3)CC2)c1C	107	7	116	88	119	110	0.1	108
CCOCCCNS(=O)(=O)c1ccc(NC(=O)CN2C(=O)c3ccccc3C2=O)cc1	97	-2	101	98	93	96	-0.1	97
O=C(CNS(=O)(=O)c1ccccc1)NCC(=O)N1CCCCC1	114	0	110	114	113	116	0.3	103
O=C(Nc1ccc(S(=O)(=O)Nc2ccccc2)cc1)C1COc2ccccc2O1 (configuration not stated)	115	0	94	90	83	81	-0.2	83
CN(C)c1nc(-c2cccnc2)nc(-c2ccccc2)c1C#N	98	.	99	97	101	84	-0.1	94
O=C(Nc1ccccc1)C1=C[C@H](c2ccc(C(F)(F)F)cc2)C[C@H](OCc2ccc(CO)cc2)O1	104	1	101	98	92	100	0.1	110
O=C(NCC(F)(F)F)c1nn(Cc2ccccc2)c(=O)c2ccccc12	101	1	101	98	96	101	0.0	112
O=C1CCCc2nc(N3CCN(C(=O)c4ccco4)CC3)ncc21	101	8	96	113	97	96	0.1	91
COc1cc(/C=C/C(=O)O)cc(S(=O)(=O)Nc2cc(Cl)c(Cl)cc2Cl)c1OC	101	6	102	100	105	106	0.0	106
NC(=O)COc1c(-c2ccc(Br)o2)oc2ccccc2c1=O	101	22	113	106	101	93	0.0	93
Cc1ccc(C)c(N=Nc2nc3ccccc3n2C)c1	96	62*	114	93	102	93	-0.1	120
CCCCn1c(N)c(N(CCOC)C(=O)CSCc2ccc(C)cc2)c(=O)[nH]c1=O	90	1	88	86	86	104	-0.1	101
COc1ccc(CCNC(=O)c2cc3c(=O)n4cccc(C)c4nc3n(CC3CCCO3)c2=N)cc1 (configuration not stated)	96	3	111	93	108	89	0.0	100
O=C(CC1C(=O)NCCN1Cc1cccc(C(F)(F)F)c1)NCCCOc1cccnc1 (configuration not stated)	101	-1	98	105	98	102	0.0	95
CC(C)COc1nc2ccccc2nc1C(C#N)C(=O)NC1CCCCC1 (configuration not stated)	.	2	307*[may fluoresce violet]	71	?	30[may fluoresce violet]	0.1	88[may fluoresce violet]
CC(C)(C)c1cc(C(=O)Nc2cccc3ccccc23)ccn1	94	13	96	98	98	100	0.0	98
CC1CCCCN1C(=O)C1CCN(S(=O)(=O)c2ccc(-n3cnnn3)cc2)CC1 (configuration not stated)	102	1	100	99	100	104	0.0	94
Cc1ccc(-c2noc(CSc3nnnn3C3CCCCC3)n2)cc1	103	4	105	91	98	105	0.1	101
O=C(OCc1ccccc1)c1cccc(-c2nnc(-c3ccccc3)o2)c1	100	2	108	100	100	94	0.2	103
Cc1ccc(Cl)c2c1NC(=O)C2(O)CC(=O)c1ccc(Br)cc1 (configuration not stated)	97	13	92	104	90	100	0.1	94
CC1(C)CC(NC(=O)c2cc(Cl)ccc2Cl)CC(C)(C)N1	101	3	102	92	108	98	0.0	92
CCN(C[C@H]1N[C@@](CC)(C(=O)OC)[C@H]2C(=O)N(Cc3ccccc3)C(=O)[C@@H]12)C(=O)c1ccc(C)cc1	105	0	101	83	99	102	0.1	105
Cc1cc(C)cc(N(C(=O)c2csnn2)C(C(=O)NC(C)(C)C)c2ccccn2)c1 (configuration not stated)	94	-2	72	82	99	85	0.0	107
Cc1ccc(-n2ccnc(SCC(=O)NCCc3ccccc3)c2=O)cc1F	95	3	96	94	95	102	0.0	98
O=C(COC(=O)c1ccc(Cl)c(S(=O)(=O)N2CCOCC2)c1)Nc1ccc2[nH]c(=O)[nH]c2c1	99	1	101	88	92	99	-0.2	103
COc1ccc(C2(C(=O)Nc3ccc(C(=O)O)cc3)CCOCC2)cc1	105	1	103	90	.	104	0.0	92
COc1ccc(C(Nc2ccc(S(=O)(=O)N3CCOCC3)cc2)C(=O)NCCC(C)C)cc1OC (configuration not stated)	104	-1	102	120	100	91	-0.1	98
Cc1ccc(C(=O)N/C(=C\c2ccc(-c3cccc([N+](=O)[O-])c3)o2)C(=O)NC(C)(C)C)cc1	105	56*	105	105	99	101	0.1	92
O=C(Nc1ccc(Br)cc1F)c1ccncc1	108	-2	108	107	110	107	0.1	101
CCOC(=O)c1ccccc1NC(=S)N1CCN(C2CCCCC2)CC1	101	0	104	92	101	98	-0.2	105
CCc1nc(C#N)c(N2CCOCC2)o1	102	3	100	110	95	102	-0.1	96
CC(C)=CCC[C@](C)(OC1OC(COC2OCC(O)C(O)C2O)C(O)C(O)C1O)C1CC[C@]2(C)C1C(O)CC1[C@@]3(C)CCC(O[C@@H]4O[C@H](CO)C(O)C(O)C4O[C@@H]4OC(CO)C(O)C(O)C4O)C(C)(C)C3CC[C@]12C (some centres not stated)	93	3	95	106	91	95	0.1	97
